Screens as filed in PubChem BioAssay.
TRHR ag – activates the human TRH receptor; TRHR cells, calcium flux fluo-8, FDSS agonist mode; P34981; actives 0.18% (n = 360,000); AID 493084; activation, % at 2 µM; in the data active = activation above about 30%; also: 0% is about no effect
Target sequence (P34981 whole entry, looked up): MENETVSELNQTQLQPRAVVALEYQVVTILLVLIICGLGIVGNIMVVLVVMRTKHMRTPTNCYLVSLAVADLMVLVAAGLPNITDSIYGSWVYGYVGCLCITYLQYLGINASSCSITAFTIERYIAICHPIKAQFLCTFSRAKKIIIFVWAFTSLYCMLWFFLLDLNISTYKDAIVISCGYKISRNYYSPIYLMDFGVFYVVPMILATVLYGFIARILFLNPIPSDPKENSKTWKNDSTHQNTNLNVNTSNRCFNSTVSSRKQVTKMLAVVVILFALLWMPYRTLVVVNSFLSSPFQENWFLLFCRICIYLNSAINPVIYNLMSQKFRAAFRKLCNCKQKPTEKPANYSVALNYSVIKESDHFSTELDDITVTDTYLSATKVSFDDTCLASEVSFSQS
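Read-out: compound-evoked intracellular calcium rise in TRHR cells, fluo-8 dye, kinetic FDSS fluorescence at 1 s/cycle following a 10-cycle baseline. Cells cultured overnight before dye loading (30 min–1.5 h, RT).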
RXFP1 agonist – agonists of human relaxin receptor RXFP1 | Q9HBX9 | HEK293T-RXFP1 cAMP TR-FRET, 30 min; response scale: percent of porcine relaxin response, buffer zero | Potency, µM (doses to about 57.5 µM), without a hit: top-dose activation, usual class: activators | actives 0.3% (n = 370,000); also: potency is read from the fitted curve at half-maximal effect; % is scaled to controls: 0 for no effect and ±100 for the full control effect; nearly all actives have a fitted effect of over 60% in size; many of its hits are not listed in these tables
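cAMP rise read by TR-FRET after 30 min, 37C compound exposure (up to 58 uM) in RXFP1-transfected HEK293 cells with Ro 20174 present. EC50 from Hill-equation fits, with 29 nM porcine relaxin as 100% and buffer as basal.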
Anesthetic bind – candidate novel general anesthetic via apoferritin binding | apoferritin/1-aminoanthracene competitive binding, fluorescence | Potency, µM (titrated, usually from 77.5 µM), inactives show top-dose activity change, negative = displacement, usual class: inhibitors | actives 0.074% (n = 350,000); also: potency is read from the fitted curve at half-maximal effect; % is scaled to controls: 0 for no effect and ±100 for the full control effect; nearly all actives have a fitted effect of over 20% in size
Target sequence (P02791 2-175 limits assumed): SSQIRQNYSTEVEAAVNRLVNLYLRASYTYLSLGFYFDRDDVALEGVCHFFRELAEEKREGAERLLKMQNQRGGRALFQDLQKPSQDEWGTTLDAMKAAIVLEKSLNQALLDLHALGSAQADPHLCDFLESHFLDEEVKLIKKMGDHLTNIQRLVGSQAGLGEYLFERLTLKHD
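Horse-spleen apoferritin (10 uM) was mixed with 50% saturated 1-aminoanthracene in PBS, exposed to compounds for 10 min at room temperature, and read for fluorescence (ex 380 nm, em 535 nm). Competitive displacement was fitted with a four-parameter Hill equation.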
D1 PAM – potentiators of human D1 dopamine receptor; P21728; HEK293 TREx D1 cells, calcium flux, dopamine EC20 potentiation; potentiation, % at 10 µM; actives 0.036% (n = 360,000); AID 504651; in the data active = potentiation above about 30%; also: 0% is about no effect
Target sequence (P21728 whole entry, looked up): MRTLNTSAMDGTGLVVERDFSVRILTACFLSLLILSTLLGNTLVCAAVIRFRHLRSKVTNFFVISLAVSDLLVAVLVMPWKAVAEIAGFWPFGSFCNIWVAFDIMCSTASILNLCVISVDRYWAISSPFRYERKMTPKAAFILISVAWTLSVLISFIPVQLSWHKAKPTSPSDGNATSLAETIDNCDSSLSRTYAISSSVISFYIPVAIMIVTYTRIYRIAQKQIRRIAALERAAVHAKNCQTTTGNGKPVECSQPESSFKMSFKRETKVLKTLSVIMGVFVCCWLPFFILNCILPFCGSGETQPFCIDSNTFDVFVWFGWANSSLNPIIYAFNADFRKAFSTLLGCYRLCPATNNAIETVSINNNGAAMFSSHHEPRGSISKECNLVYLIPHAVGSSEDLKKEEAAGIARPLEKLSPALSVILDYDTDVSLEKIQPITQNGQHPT
RXFP1 antag – antagonists of human relaxin receptor RXFP1. Q9HBX9. AID 1259400. HEK293-RXFP1, relaxin-stimulated cAMP HTRF, 30 min; stronger effect = lower value. activity change, negative = inhibition, % at 57.5 µM. actives 0.59% (n = 350,000);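 active = activity change of -60% or lower, but not beyond a set lower limit; inconclusive = change between -60% and -40%, or beyond the set limit; inactive = change above -40%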; also: % is scaled to controls: 0 for no effect and ±100 for the full control effect
D1 antagonist – antagonists of human D1 dopamine receptor; HEK293 TREx D1 cells, calcium flux, dopamine EC80; stronger effect = lower value; activity change, negative = inhibition, % at 10 µM; actives 3.2% (n = 360,000); AID 504652; in the data active = activity change below about -30%; also: % is scaled to controls: 0 for no effect and ±100 for the full control effect
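Inducible Hek293 Trex D1 cells (tetracycline, overnight, 30 C). Calcium dye 30–90 min RT. Antagonist mode: EC80 dopamine added after 180 s compound read.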
D1 agonist – activates the human D1 dopamine receptor. HEK293 T-REx D1 cells, calcium flux, agonist mode. activation, % at 2 µM. actives 1% (n = 360,000). AID 504660; in the data active = activation above about 30%; also: 0% is about no effect
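Inducible HEK293 T-REx D1 cells, force-coupled to calcium signalling, were plated at 4000 cells/well with tetracycline and held overnight at 30 C. After no-wash calcium dye loading, compound-evoked calcium rise over 180 s flagged agonists.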
D2 PAM – positively modulates the human D2 dopamine receptor allosterically | HEK293 T-REx D2, calcium flux, EC20 dopamine potentiation | P14416 | actives 0.34% (n = 340,000) | potentiation, % at 10 µM;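 active = potentiation over 3 SD above the plate norm, cut at about 30% in these data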; also: 0% is about no effect
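Using a no-wash calcium dye in inducible, force-coupled HEK293 Trex cells expressing D2, we tracked fluorescence each second for 180 s after compound, then for 180 s after EC20 dopamine to detect augmented signalling.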
TRHR PAM – allosterically enhances the human TRH receptor | actives 0.66% (n = 360,000) | enhancement, % at 2 µM | P34981 | AID 493056 | TRHR cells, fluo-8 calcium fluorescence, EC20 TRH enhancement; in the data active = enhancement above about 30%; also: 0% is about no effect
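Enhancer read-out: after compound pinning and an initial kinetic agonist-mode read, an EC20 of TRH (10 nM final) was injected and fluo-8 calcium signal (Ex 480/Em 530) followed at 1 s/cycle for 100 cycles in TRHR-expressing cells.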
* marks the source's active call; other numbers are inactive results; ? = inconclusive; / = not tested or not shown; & = joins results of further samples; ! = repeats disagree. Unless noted, calls follow the shape of the dose curve; as a rule, active = well fitted curve in the direction sought with a large enough effect; inconclusive = small, poorly fitted or top-dose-only effect, or another doubt; inactive = no such curve, though single readings can be large; an effect the other way counts as inactive or inconclusive.

SMILES	TRHR ag	RXFP1 agonist	Anesthetic bind	D1 PAM	RXFP1 antag	D1 antagonist	D1 agonist	D2 PAM	TRHR PAM
O=S(=O)(Cc1ccccc1)Nc1cccc(F)c1	-0.2	1.1%	?	-3	-6	2	7	11	-8
CC(C)CCN1CCN(Cc2nc3c(s2)CCCC3)CC1CCO (stereo not given)	0.2	-1.9%	-11%	1	-21	13	3	-6	-5
COc1ccc(NC(=O)NNC(=O)C(C)Oc2ccc3ccccc3c2)cc1 (stereo not given)	-0.4	-3.1%	-6%	0	-18	7	2	-5	0
O=C(CSc1nnnn1C1CCCCC1)N1CCOCC1	0.5	0.1%	-18%	-1	-7	-16	1	7	2
O=C1CC2(CCN(C(=O)COc3ccc(Cl)cc3)CC2)Oc2ccccc21	-0.2	1.3%	/	-11	0	-4	16	3	2
COc1ccc(N2CCN(C(=O)c3cc(NS(=O)(=O)c4ccc(F)cc4)ccn3)CC2)cc1	0.5	-2.1%	-8%	0	/	1	-2	-5	0
O=C(NC1C(=O)NNC1c1ccc(Cl)cc1)c1ccc(F)cc1 (stereo not given)	0.1	0.1%	-2%	2	-3	-8	1	6	10
Cc1ccc(S(=O)(=O)N2CCC(=O)N(CCOC(=O)Nc3ccc(C)c(C)c3)CC2)cc1	-0.2	0.3%	-21%&-12%	2	/	-13	-1	4	8
O=C(O)c1ccc(NC(=O)c2ccco2)c(NC(=O)c2ccco2)c1	0.0	6.7%	2%	/	15	8	6	-4	-4
CCCCN(CC)CCNC(=O)c1cc2c(-c3ccc(Cl)cc3)nn(C)c2s1	-0.2&2.8	3.5%&1.1%	?	-1&-2	-104*!	6&-19	66*!	-22	-6&10
O=C(CCSc1ccccc1)NC(=O)COC(=O)c1ccc(OC(F)F)cc1	-0.3	-0.2%	-11%	8	-1	-13	-1	4	1
Cc1ccnc(N2CCN(C(=O)CSc3nc4ccccc4nc3N3CCC(C)CC3)CC2)c1	-0.3	20%	7%	-1	-1	24	1	-2	-13
Cc1oc(C)c2c(=O)cc(-c3ccc4c(c3)OCO4)cc(OC(=O)c3cccc(Cl)c3)c12	1.4	-0.5%	5%	1	-10	3	4	16	9
O=C(Nc1ccc(CN2CCS(=O)(=O)CC2)cc1)c1ccc(C(F)(F)F)cc1	-0.6	2.8%	-5%	-13	-10	-46*	14	-3	-5
Cc1ccccc1OCCn1cc(/C=C(\C#N)C(=O)NCc2ccco2)c2ccccc21	0.7	-1.3%	0%	-3	11	-9	17	-1	-7

Whole records, quoted from the list. Order of values: TRHR ag, RXFP1 agonist, Anesthetic bind, D1 PAM, RXFP1 antag, D1 antagonist, D1 agonist, D2 PAM, TRHR PAM
O=C(NC1C(=O)NNC1c1ccc(Cl)cc1)c1ccc(F)cc1 (stereo not given) reads 0.1, 0.1%, -2%, 2, -3, -8, 1, 6, 10
O=C(O)c1ccc(NC(=O)c2ccco2)c(NC(=O)c2ccco2)c1 reads 0.0, 6.7%, 2%, /, 15, 8, 6, -4, -4
Cc1ccnc(N2CCN(C(=O)CSc3nc4ccccc4nc3N3CCC(C)CC3)CC2)c1 reads -0.3, 20%, 7%, -1, -1, 24, 1, -2, -13
COc1ccc(NC(=O)NNC(=O)C(C)Oc2ccc3ccccc3c2)cc1 (stereo not given) reads -0.4, -3.1%, -6%, 0, -18, 7, 2, -5, 0
O=C(CCSc1ccccc1)NC(=O)COC(=O)c1ccc(OC(F)F)cc1 reads -0.3, -0.2%, -11%, 8, -1, -13, -1, 4, 1

(next part)
SMILES	TRHR ag	RXFP1 agonist	Anesthetic bind	D1 PAM	RXFP1 antag	D1 antagonist	D1 agonist	D2 PAM	TRHR PAM
CCOc1ccc(Br)cc1CSC(=N)N	-2.1	4.6%	6%	-6	-16	3	22	-9	7
O=C(Nc1ccc2ccccc2c1)c1cc(F)c(F)cc1Cl	0.2	0.0%	-7%	-6	-18	-2	4	3	9
CCc1nnc(NC(=O)Cn2c(=O)oc3ccccc32)s1	0.7	-0.4%	-10%	0	-10	10	4	/	6
O=C(c1ccco1)N1CCN(Cc2nc(Cc3ccccc3)no2)CC1	-0.7	-2.1%	-4%	-6	-5	14	4	3	-2
CCOC(=O)CC(=O)NC1(Cc2ccc(O)cc2)CCCCC1	1.1	-0.3%	-5%	-4	-1	-5	-2	5	-6
COc1ccc(CNC(=O)C/C(C)=N/NC(=O)Cc2ccc(OC)c(OC)c2)cc1	0.2	6.4%	-8%	-2	-8	0	0	8	4
O=C(CNC(=O)C12CC3CC(CC(C3)C1)C2)OCc1ccc(F)cc1Cl	-1.3	1.9%	/	0	-31	0	2	-5	1
Cc1cccc(OC(C)c2ccnc3nc(/N=C/N(C)C)nn23)c1 (stereo not given)	-0.2	2.1%	-11%	3	1	-10	4	11	15
Cc1ccc(C(=O)N2CCN(Cc3cc(=O)n4nc(-c5ccccc5)sc4n3)CC2)cc1	0.2	0.2%	-4%	2	5	-2	0	11	-2
Cn1nnnc1SCCNC(=O)C1CCC(=O)N(CCc2ccccc2)C1 (stereo not given)	0.7	0.2%	-8%	-1	4	11	1	1	3
COc1ccc(-c2cc(C(=O)O)c(C)o2)cc1OC	0.0	-0.9%	-4%	16	-15	5	4	9	6
CC(C)(C)c1ccccc1NC(=O)C1=COCCO1	-0.1	-0.3%	/	3	19	-3	-1	/	7
CC(=O)NNc1cc(N2CCOCC2)nc(N2CCOCC2)n1	12	0.4%	-11%	-2	0	13	11	12	2
C=CCN(CC=C)C(=O)COn1nnc2ccc(S(=O)(=O)N3CCOCC3)cc21	-0.1	3.8%	/	-1	-9	-3	0	8	0
COc1cccc(-n2c(CNc3ccc(F)cc3)nnc2SCC(N)=O)c1	0.2	0.1%	-6%	2	0	28	-4	-9	1

Rewritten with values under each structure: entries from further up.
Value order – TRHR ag, RXFP1 agonist, Anesthetic bind, D1 PAM, RXFP1 antag, D1 antagonist, D1 agonist, D2 PAM, TRHR PAM
> CCc1nnc(NC(=O)Cn2c(=O)oc3ccccc32)s1
→ 0.7, -0.4%, -10%, 0, -10, 10, 4, /, 6
> O=C(c1ccco1)N1CCN(Cc2nc(Cc3ccccc3)no2)CC1
→ -0.7, -2.1%, -4%, -6, -5, 14, 4, 3, -2
> CCOC(=O)CC(=O)NC1(Cc2ccc(O)cc2)CCCCC1
→ 1.1, -0.3%, -5%, -4, -1, -5, -2, 5, -6
> COc1ccc(CNC(=O)C/C(C)=N/NC(=O)Cc2ccc(OC)c(OC)c2)cc1
→ 0.2, 6.4%, -8%, -2, -8, 0, 0, 8, 4

Next part:
SMILES	TRHR ag	RXFP1 agonist	Anesthetic bind	D1 PAM	RXFP1 antag	D1 antagonist	D1 agonist	D2 PAM	TRHR PAM
CCOc1ccc(NC(=O)CSc2nnc3scc(-c4ccc(Cl)cc4)n23)cc1	-0.1	0.3%	0%	-3	-6	4	2	-9	7
Cc1c(Cl)cccc1NC(=O)NCc1ccncc1	0.1	-0.2%	-3%	-3	-2	13	5	-7	1
Cc1csc(SCC(=O)O)n1	0.2	-0.8%	-8%	-3	-10	18	4	10	0
Cc1ccc2c(c1)N(CC(=O)NCCCN1CC(C)CC(C)C1)C(=O)c1cccnc1O2 (stereo not given)	0.7	6.0%	-12%	13	/	13	4	-11	1
CC1CCCCC1NC(=O)COC(=O)Cc1ccc(Br)cc1 (stereo not given)	0.7	1.2%	?	-8	-7	-2	1	-2	-3
c1ccc(-n2c(-c3ccncc3)nnc2-c2cccs2)cc1	-0.4	2.4%	-8%	-8	-15	-18	3	-1	7
Cc1cccc(NC(=S)NC(=O)c2ccco2)c1C	0.0	0.9%	-18%	9	3	-4	2	1	-3
Nc1cc(-c2ccccc2)nn1S(=O)(=O)c1ccc(F)cc1	-0.5	0.8%	-20%	/	/	-29	10	3	-8
COc1ccc(NC(=O)C2C3C=CC(O3)C2C(=O)NCc2cccnc2)cc1 (stereo not given)	-0.8	-0.2%	-8%	-2	5	-8	0	-12	-3
Cn1c(SCc2nc(-c3cccs3)no2)nnc1C1CCCCC1	-0.8	2.2%	-5%	-4	-11	-20	0	/	0
Cc1noc(NS(=O)(=O)c2ccc(NC(=O)CSc3nc4ccccc4[nH]3)cc2)c1C	0.5	0.1%	5%	-7	-4	8	4	-6	0
Cc1ccc(S(=O)(=O)n2nc(-n3c(C)ccc3C)c3c(F)cccc32)c2ccccc12	0.3	4.1%	2%	-7	-21	1	3	-3	-8
O=S(=O)(Nc1ccc(C(F)(F)F)cc1)c1cnc[nH]1	0.2	-0.6%	5%	-3	1	-10	3	/	-7
CC(C)[C@H](NS(=O)(=O)c1ccc2c(c1)OCCO2)C(=O)OCC(=O)Nc1ccccc1	0.2	0.6%	4%	-7	/	-7	7	-8	1
COc1ccc(C(=O)NCc2nnc(SCC(=O)Nc3ccccc3)n2-c2ccc(F)cc2)cc1	0.0	-1.3%	-12%	-4	/	10	-1	-2	6
NC(=O)Cn1cnc2c(nnn2-c2cccc(Cl)c2)c1=O	0.8	4.6%	2%	0	-1	-14	0	-2	1
CCOc1ccc(C(=O)NC2CCN(C(=S)NCc3ccco3)CC2)cc1	-0.1	-1.3%	1%	-8	-11	-21	3	18	1
O=C(CSc1cccc[n+]1[O-])NC1CCCCCCC1	0.4	-4.3%	-24%	-2	3	3	4	0	10
O=C(Cn1[nH]c(=O)c2ccccc2c1=O)N1CC=C(c2ccccc2)CC1	0.7	1.2%	-20%	-8	-3	-30*	3	3	-7
O=C(Nc1ccccn1)c1cc2cc([N+](=O)[O-])ccc2s1	1.0	0.6%	-2%	4	0	11	1	18	8
Cc1ccc(/C=N/NC(=O)c2nnn(-c3nonc3N)c2CSc2ccc(Cl)cc2)o1	0.0	0.0%	-5%	-14	3	-21	3	-3	-2
CCCCNC(=O)C1CC(=O)N(c2ccc(OC)cc2)C1c1ccc(OC)cc1 (stereo not given)	-0.8	-0.1%	-10%	7	-1	2	1	-28	-6
COc1ccc(C)cc1NC(=O)C1CCN(S(=O)(=O)c2ccc3[nH]c(=O)oc3c2)CC1	0.1	0.9%	7%	-5	-18	-14	1	-8	-1
CCOc1ccc(N(CC(=O)NCc2ccc(F)cc2)S(=O)(=O)c2c(C)noc2C)cc1	-0.4	0.0%	-11%	-2	/	3	1	-5	10
COc1ccc(CCNS(=O)(=O)c2ccc(C(=O)NCc3ccco3)cc2)cc1OC	0.1	0.3%	-18%	-6	15	7	0	-2	-2

A portion of the library; rates above refer to the full screens.
